PrPC surface inh: inhibitors of human cell surface prion protein PrPC, primary screen, cell-based, TR-FRET; Major prion protein (Homo sapiens), P04156; TR-FRET read-out; inhibition, % at 13.8 µM; actives 0.43% (n = 370,000); AID 720596, 2013; in the data active = inhibition above about 24%; note: 0% = median of the test wells and 100% = reference compound wells
TcdB inh: TcdB glycohydrolase inhibitors, primary screen, biochemical, single point, plate reader; Toxin B (Clostridioides difficile), P18177; TcdB glycohydrolase enzymatic assay; inhibition, % at 9.99 µM; actives 0.24% (n = 350,000); AID 652162, 2013; in the data active = inhibition above about 10%
PriA SSB inh: inhibitors of Klebsiella pneumoniae PriA binding to SSB C-terminal tail, primary screen, biochemical, AlphaScreen; PriA–SSB C-terminal tail interaction (Klebsiella pneumoniae); AlphaScreen SSBct-PriA binding, biotinylated peptide; inhibition, % at 33 µM; actives 0.6% (n = 430,000); in the data active = inhibition mostly above about 37%, no sharp cut-off; inactive = mostly below about 20%;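 note: plate controls were negative control peptide for no effect and reference peptide for full effect; strong numbers were not always called active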
Anthrax LF inh2: Bacillus anthracis LF protease inhibitors, primary screen, biochemical, multiplex microsphere, MLPCN library. inhibition, % at 10 µM. multiplex microsphere protease cleavage assay. AID 588501, 2011. actives 0.12% (n = 360,000); note: plate controls were buffer without enzyme for full effect and enzyme alone for no effect
Target sequence (P15917 whole entry, looked up): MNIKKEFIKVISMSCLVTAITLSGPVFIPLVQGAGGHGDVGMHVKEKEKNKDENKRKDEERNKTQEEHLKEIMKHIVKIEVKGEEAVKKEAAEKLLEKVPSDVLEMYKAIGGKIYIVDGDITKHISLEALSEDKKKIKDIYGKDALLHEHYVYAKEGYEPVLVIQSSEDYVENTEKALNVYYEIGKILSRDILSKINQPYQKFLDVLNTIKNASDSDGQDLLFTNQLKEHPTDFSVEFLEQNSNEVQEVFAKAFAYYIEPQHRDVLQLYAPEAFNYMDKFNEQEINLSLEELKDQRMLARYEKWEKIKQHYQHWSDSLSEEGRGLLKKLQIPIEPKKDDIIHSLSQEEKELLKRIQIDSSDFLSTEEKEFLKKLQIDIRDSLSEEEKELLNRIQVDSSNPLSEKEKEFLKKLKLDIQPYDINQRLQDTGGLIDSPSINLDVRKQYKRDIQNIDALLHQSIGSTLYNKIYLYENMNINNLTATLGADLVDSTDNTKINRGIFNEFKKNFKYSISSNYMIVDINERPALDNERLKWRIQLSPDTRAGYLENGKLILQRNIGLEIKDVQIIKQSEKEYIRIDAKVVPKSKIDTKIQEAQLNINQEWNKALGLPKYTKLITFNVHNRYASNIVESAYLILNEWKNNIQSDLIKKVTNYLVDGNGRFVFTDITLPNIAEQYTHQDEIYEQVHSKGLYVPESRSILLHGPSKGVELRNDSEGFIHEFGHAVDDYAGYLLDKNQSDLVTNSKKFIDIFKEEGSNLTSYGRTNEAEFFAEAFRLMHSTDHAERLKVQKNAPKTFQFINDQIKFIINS
BoNT A protease: BoNT/A light chain protease inhibitors, primary screen, biochemical, flow cytometry, MLPCN library | Botulinum neurotoxin type A light chain protease (Clostridium botulinum A str. ATCC 3502) | multiplex microsphere protease substrate cleavage | inhibition, % at 10 µM | actives 0.17% (n = 360,000) | AID 588499, 2011; note: plate controls were buffer without enzyme for full effect and enzyme alone for no effect
PfHsp40 yeast: rescue of yeast from PfHsp40 toxicity, primary screen, S. cerevisiae, ATP luminescence; S. cerevisiae expressing PfHsp40, growth rescue; growth rescue, % at 12.5 µM; actives 0.68% (n = 340,000); AID 504582, 2011; in the data active = growth rescue above about 28%, passing the limit was not always enough; inconclusive = no clear call, values can overlap the other calls;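 note: yeast W303a lacking pdr1 and pdr3 grown in galactose medium; growth measured after three days at 30 °C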
SARS 3CLpro inh: SARS-CoV 3CLpro protease inhibitors, primary screen, biochemical, quenched FRET. actives 0.14% (n = 290,000). recombinant SARS-CoV 3CLpro, quenched FRET peptide cleavage. Replicase polyprotein 1ab (Severe acute respiratory syndrome coronavirus), P0C6X7. inhibition, % at 6 µM; in the data active = inhibition above about 12%
Y pestis TopoI: Yersinia pestis topoisomerase I inhibitors, primary screen, biochemical, cleavage product accumulation, plate reader, single point; DNA topoisomerase I (Yersinia pestis CO92); Y. pestis Topo-I cleavage product accumulation; activity, % at 10 µM; actives 0.064% (n = 360,000); AID 504884, 2011; in the data active = activity above about 50%, passing the limit was not always enough; inconclusive = no clear call, values can overlap the other calls; note: inactives centre near 2
Vc quorum ag: inducers of Vibrio cholerae quorum light production without autoinducers, primary screen, BH1578 luxS cqsA deficient, single point; V. cholerae BH1578 lux reporter, luminescence, 6 h; actives 0.16% (n = 350,000); AID 588436, 2011; activation, % at 18.7 µM; in the data active = activation mostly above about 9.7%, no sharp cut-off; inconclusive = no clear call, values can overlap the other calls; inactive = mostly below about 3.7%; note: not every result past the cut was called active; inactives centre near 0; reference of the scale not given here
Numbers without * were called inactive; i = inactive; ? = inconclusive; . = not tested or not shown; & = joins results of further samples. Cut-off read from the data, not from the text of the source, unless noted: active = inhibition above about 30%; inconclusive = no clear call, values can overlap the other calls; inactive = below that.

SMILES	PrPC surface inh	TcdB inh	PriA SSB inh	Anthrax LF inh2	BoNT A protease	PfHsp40 yeast	SARS 3CLpro inh	Y pestis TopoI	Vc quorum ag
COP(=O)(NS(=O)(=O)c1ccccc1)OC	8.3	-0.1	-5.5	-5.5	-0.6	0.8	1.8	-0.8	-0.3
CCn1nc(C)cc1C(=O)N1CCCC(N2CCN(c3ccccc3OC)CC2)C1 (stereo not drawn)	2.4	0.7	0.0	-1.3	-0.1	0.0	-3.6	-1.4	-0.2
O=C(CSc1cccc[n+]1[O-])Nc1ccc2c(c1)OCO2	6.9	0.1	-3.8	-7.4	-2.2	-1.1	0.6	3.7	0.8
CCCc1cc(C(=O)Cc2nc3ccccc3s2)c(O)cc1O	0.7	.	6.9	-1.1	-0.8	1.7	6.9	-7.7	i
c1ccc(C2NCc3ccccc3-n3cccc32)cc1 (stereo not drawn)	-3.1	0.2	1.6	-10.5	-1.6	-1.5	-5.8	6.8	-0.4
O=C(Nc1ccccc1)c1cc(C2CCCCN2S(=O)(=O)c2ccccc2)on1 (stereo not drawn)	28.7*	-6.7	.	-1.9	-0.1	.	.	-3.1	0.4
O=C(Cn1cnc2c(OCc3ccccc3)ncnc21)NCc1ccccc1	-1.0	-0.4	6.4	-3.9	-0.6	-0.6	.	7.1	-3.1
COc1ccc(-c2cnc3c(NC=O)cc(-c4ccoc4)cn23)cc1OC	-3.8	-0.4	.	-5.0	-1.0	.	.	8.7	-0.5
C=CCNC(=S)N/N=C/c1ccc(C)c([N+](=O)[O-])c1	-7.9	.	.	-1.3	-0.5	1.7	-2.9	-0.8	i
CC(C)Cn1c(N)c(C(=O)COC(=O)c2cc(C(F)(F)F)nc3ccccc23)c(=O)n(C)c1=O	1.9	0.6	10.2	.	.	.	-3.4	.	.
Cc1nc2c(-c3ccccc3)c(C)nn2c(C)c1CCC(=O)N1CCOCC1	6.2	.	-19.8	-5.0	0.5	0.9	-6.5	20.9	i
CCN(CC)S(=O)(=O)c1cccc(NC(=O)COC(=O)C2COc3ccccc3O2)c1 (stereo not drawn)	6.0	.	-13.8	0.3	-0.4	-0.6	1.4	11.0	-0.3
CC1(C)C2([N+](=O)[O-])CN3CC1([N+](=O)[O-])CN(C2)C31CCCC1	-3.9	1.2	-2.4	-1.9	?	0.1	3.7	2.7	-0.7
CCOc1ccc(NC(=O)c2cccc(-n3cccc3)c2)cc1S(=O)(=O)N1CCOCC1	-1.2	2.0	.	-4.1	0.0	2.0	.	23.5	i
CCOC(=O)N=Nc1c(O)n(CC)c2ccccc12	-15.5	.	-2.5	-4.9	-0.4	?	4.2	-0.4	-0.2
O=C1[C@H]2[C@@H](c3ccc(Cl)cc3)N3C(=O)N(c4cccc(Br)c4)C(=O)[C@@]3(Cc3ccc(Cl)cc3)[C@H]2C(=O)N1C1CCCCC1	6.5	1.3	-9.8	-3.7	-0.7	0.2	2.5	-5.4	-7.1
CC(=O)Nc1ccccc1C(=O)N1CCc2ccccc21	0.1	.	-6.6	0.3	-0.2	-1.1	1.0	-4.0	-0.9
CC(=O)OCC(OC(C)=O)C(OC(C)=O)C(OC(C)=O)C(=O)Nc1ccccc1C (stereo not drawn)	6.2	.	-5.4	.	.	-2.1	-4.1	-2.8	-0.3
COc1ccc(OC)c(S(=O)(=O)N2CCN(C(=O)c3ccco3)CC2)c1	5.3	1.2	-11.9	-6.0	-0.6	1.2	1.7	5.8	i
CCCOc1ccc(-c2nc(C#N)c(N3CCc4ccccc4C3)o2)cc1	-1.7	.	-4.2	-10.6	0.5	1.4	-2.8	-2.6	-1.7
Cn1nc(C(C)(C)C)cc1NC(=O)C1(C)CCN1C(=O)CCc1ccccc1 (stereo not drawn)	-1.6	-0.5	.	2.0	0.1	.	.	16.1	-0.8
c1ccc2c(c1)nc(CN1CCOCC1)n1c3ccccc3nc21	-1.4	.	-23.2	-5.5	-0.6	-1.4	-4.2	-1.0	.
COc1ccc(NC(=O)Nc2ccc3c(c2)C(=O)N([C@@H](C)CO)C[C@@H](C)[C@@H](CN(C)CC2CCCCC2)O3)cc1	3.8	0.6&0.7	6.2	0.1	-0.8	-0.8	.	-8.6	1.3
O=C(CSC(=S)N1CCCCC1)Nc1nc(-c2ccccc2)c(-c2ccccc2)o1	0.2	.	2.0	-9.8	1.3	0.9	3.0	-3.5	-12.5
CCOC(=O)c1cc(NC(=O)c2ccoc2C)cc(C(=O)OCC)c1	2.7	.	-12.4	-2.9	?	1.3	-3.9	-7.1	1.8

Retrieved by compound from above (two):
SMILES	PrPC surface inh	TcdB inh	PriA SSB inh	Anthrax LF inh2	BoNT A protease	PfHsp40 yeast	SARS 3CLpro inh	Y pestis TopoI	Vc quorum ag
CCn1nc(C)cc1C(=O)N1CCCC(N2CCN(c3ccccc3OC)CC2)C1 (stereo not drawn)	2.4	0.7	0.0	-1.3	-0.1	0.0	-3.6	-1.4	-0.2
CCCOc1ccc(-c2nc(C#N)c(N3CCc4ccccc4C3)o2)cc1	-1.7	.	-4.2	-10.6	0.5	1.4	-2.8	-2.6	-1.7

Additional records follow.
SMILES	PrPC surface inh	TcdB inh	PriA SSB inh	Anthrax LF inh2	BoNT A protease	PfHsp40 yeast	SARS 3CLpro inh	Y pestis TopoI	Vc quorum ag
Cc1ccc(NC(=O)CN2C(=O)COc3ccc(S(=O)(=O)N4CCOCC4)cc32)cc1N(C)C	0.5	2.6	-19.3	-2.0	1.3	2.4	-0.6	-2.8	-0.3
CCN(CC)CCOC(=O)c1ccc(N/C=C(/C#N)c2nc(-c3ccc(OC)cc3)cs2)cc1	-1.6	0.5	-8.2	2.7	3.5	-1.4	-10.5	-7.1	-1.0
Nc1nnc(CCCCCCCCCCc2nnc(N)s2)s1	13.1	0.9	-17.7	-1.6	-0.3	-0.9	-0.1	-0.5	-0.1
CCN(CC)S(=O)(=O)c1cccc(NC(=O)C2CC(=O)N(c3ccc4c(c3)OCCO4)C2)c1 (stereo not drawn)	-4.9	0.5	4.5	-2.0	0.1	0.5	.	10.3	i
CCN(CC)c1ccc(S(=O)(=O)N2CCOCC2)cc1NC(=O)CN1CCc2ccccc2C1	11.9	2.8	-2.9	-0.1	0.3	1.2	2.1	17.6	-0.2
O=C(N/N=C\c1ccc(OC(=O)c2cccs2)cc1)c1ccc(Cl)cc1	5.8	-0.7	.	-0.3	-0.1	0.0	-1.8	1.4	0.0
CN1[C@@H](CC(=O)c2ccccc2)CCC[C@H]1C[C@H](O)c1ccccc1	-1.8	1.7	4.9	1.7	0.3	-2.2	-1.1&-1.2	2.8	i
Fc1ccc(Cn2nnc(-c3ccc(Cl)cc3)n2)cc1	0.3	0.5	-1.9	-2.2	-1.9	-1.2	2.8	-1.2	-1.5
Cc1cc(C)c(C#N)c(N2CCN(Cc3ccc4c(c3)OCO4)CC2)n1	1.9	.	-13.6	-3.5	0.0	0.8	4.0	4.6	i
C[C@]12CC[C@@H](O)CC1=CCC1C2CC[C@@]2(C)C1C[C@@H](F)[C@@H]2O (stereo partly drawn)	-5.7	1.5	-14.2	-1.6	-0.2	17.8	.	10.6	-2.9
Cn1c2nc(=O)n(-c3ccccc3)c(=O)c-2nc2c1CCCC2	.	.	.	-14.2	-0.4	.	.	5.9	-2.9
CCC(NC(=O)CC[C@H]1O[C@@H](n2cc(C)c(=O)[nH]c2=O)C[C@@H]1O)c1ccccc1 (stereo partly drawn)	3.8	0.3	-12.2	-3.5	-0.1	-1.2	.	-2.8	1.0
CCCCNC(=O)Cn1cnc2sc(C)c(S(=O)(=O)N3CCN(c4ccccc4OC)CC3)c2c1=O	-2.1	0.7	-11.3	-8.0	0.6	-0.7	2.9	-0.3	i
CCC1CCCCN1CCCNC(=O)c1ccc2c(c1)NC(=O)CN2C (stereo not drawn)	5.7	-2.8	3.3	3.4	0.8	0.3	-3.3	-0.7	0.0
O=C(c1cc([N+](=O)[O-])ccc1Cl)N1CCN(c2ccc([N+](=O)[O-])cc2)CC1	-16.7	-0.8	12.5	2.9	0.5	0.0	1.2	-6.9	-0.3
CCOCCCNCC(=O)Nc1cc(S(=O)(=O)N2CCOCC2)ccc1N1CCOCC1	2.8	4.0	5.9	-2.0	-1.2	-1.3	.	6.7	0.9
O=C(CSc1nccc2ccccc12)N1CCN(Cc2ccc3c(c2)OCO3)CC1	-8.4	2.0	-3.4	-7.2	0.9	1.5	.	21.7	-0.3
Cc1c(C(c2cccs2)c2c(C)n(C)n(-c3ccccc3)c2=O)c(=O)n(-c2ccccc2)n1C	-8.6	0.2	-7.0&-0.6	1.9	?	-1.4	-1.2	-4.8	0.5
CC1Cc2cc(/C(O)=C3/C(=O)C(=O)N(Cc4ccco4)C3c3cccs3)ccc2O1 (stereo not drawn)	6.9	.	.	-2.9	-0.3	-1.1	5.7	-6.9	0.0
CCn1cc(C(=O)NC2CCCc3c2cnn3-c2cccc(C)c2C)cn1 (stereo not drawn)	21.0	1.4	.	0.8	-0.4	-0.8	0.5	-2.0	-0.2
CCn1cc([N+](=O)[O-])c(C(=O)Nc2nc(-c3ccc(C)c(C)c3)c(C)s2)n1	.	-0.2	0.7	-0.2	0.8	0.9	9.1	19.8	i
C/C=C/c1cccc(-c2nc(C(=O)NC3Cc4ccccc4C3)cc3c2[C@@H](CCO)N(C(C)=O)C3)c1	-3.6	1.1	.	-1.2	0.6	.	.	.	.
c1ccc(-n2nnnc2Oc2ccc(-c3nnco3)cc2)cc1	4.8	.	-6.8	-2.7	0.2	-0.2	-5.7	4.9	-2.9
Cc1nnsc1C(=O)N1CCC(C(=O)c2ccccc2)CC1	-1.9	-0.6	-9.6	2.8	-0.8	1.6	-0.2	-6.5	-1.1
Cc1ccc(Cn2cc(CN3CC(N4CCN(Cc5ccccc5F)CC4)CS3(=O)=O)nn2)cc1 (stereo not drawn)	-2.4	0.5	.	3.0	-0.4	.	.	.	.

Remaining list, next part.
SMILES	PrPC surface inh	TcdB inh	PriA SSB inh	Anthrax LF inh2	BoNT A protease	PfHsp40 yeast	SARS 3CLpro inh	Y pestis TopoI	Vc quorum ag
O=C(COc1ccc(F)cc1)N(Cc1cccs1)C1CCS(=O)(=O)C1 (stereo not drawn)	2.8	0.1	-1.5	0.8	-0.1	-1.4	-6.8	-4.3	-0.3
COc1ccc(CCn2c(C)cc(C(=O)COC(=O)c3ccc(O)cc3O)c2C)cc1	-6.5	0.6	.	-1.5	-0.3	.	.	19.9	i
COc1ccc(CNC(=O)COC(=O)C2CC3C=CC2C3)cc1 (stereo not drawn)	-5.6	.	-19.0	1.8	-0.7	0.8	1.2	1.2	.
CC(C)NC(=O)c1ccccc1NC(=O)c1ccccc1N(C)S(C)(=O)=O	3.6	.	1.1	-4.1	-3.5	1.3	-4.3	10.2	i
Cc1ccc(-c2nc(N)sc2C)cc1	6.1	4.1	5.4	-6.8	-0.6	-0.4	-0.6	7.4	i
Cc1ccc(S(=O)(=O)NCc2c(-c3ccccc3)c3cc(Cl)ccc3[nH]c2=O)cc1	-3.6	.	-18.4&11.0	-0.8	0.1	0.1	3.1	4.8	-0.6
CCc1nc2ccc(C(=O)N3CCN(C(=O)c4ccco4)CC3)cn2c1N(C)C(=O)COc1ccccc1	-12.8	0.9	.	-6.6	-0.5	.	.	-9.4	i
CCCNC(=O)NC(=O)CN1C(=O)NC(C)(c2ccc(C)cc2)C1=O (stereo not drawn)	-7.6	.	-13.7	0.1	-0.6	-1.2	-3.4	-12.8	0.9
CCOC(=O)c1sc(NC(=O)C(C)C)c(C#N)c1C	1.2	-0.3	0.5	-0.3	0.3	-0.6	1.0	0.1	0.5

High-throughput results: PubChem BioAssay, several laboratories

An excerpt; the hit share may differ from the screen's.
